# Screening results deposited in PubChem BioAssay by National Center for Advancing Translational Sciences (NCATS).
# D2 agonist – D2 dopamine receptor (human) agonism; activation, % at 2 µM; 340,000 compounds, 0.53% hits; HEK293 T-REx D2 cells, calcium flux agonist mode; AID 485358; P14416;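 active = activation over 3 SD above normal in the single-dose calcium agonist read, cut at about 30% in these data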; note: 0% is about no effect
#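 Calcium-flux readout, 1 cycle/sec over 180 s following compound pin transfer, in inducible HEK293 Trex D2 cells (force-coupled); dopamine controls included. Positive calcium responses during this window marked compounds as potential agonists.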
# D1 antagonist – antagonists of human D1 dopamine receptor; P21728; HEK293 TREx D1 cells, calcium flux, dopamine EC80; active compounds read low; activity change, negative = inhibition, % at 10 µM; 360,000 compounds, 3.2% hits; in the data active = activity change below about -30%; note: % is set by controls: 0 for no effect and ±100 for the full control effect
# Target sequence (P21728 whole entry, looked up): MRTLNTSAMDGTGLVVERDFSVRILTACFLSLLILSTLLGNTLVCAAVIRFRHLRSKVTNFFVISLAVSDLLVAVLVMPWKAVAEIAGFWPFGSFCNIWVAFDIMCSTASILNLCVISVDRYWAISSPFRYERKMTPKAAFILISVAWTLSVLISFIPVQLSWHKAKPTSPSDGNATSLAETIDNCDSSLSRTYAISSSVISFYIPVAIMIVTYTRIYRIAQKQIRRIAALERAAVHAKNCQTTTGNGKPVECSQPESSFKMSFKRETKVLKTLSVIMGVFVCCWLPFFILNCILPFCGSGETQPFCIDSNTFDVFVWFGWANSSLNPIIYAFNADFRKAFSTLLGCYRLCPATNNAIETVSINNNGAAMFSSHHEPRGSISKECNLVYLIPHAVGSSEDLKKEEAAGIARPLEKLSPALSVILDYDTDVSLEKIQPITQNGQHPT
#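 Inducible Hek293 Trex D1 cells (tetracycline, overnight, 30 C). Calcium dye 30–90 min RT. Antagonist mode: EC80 dopamine added after 180 s compound read.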
# TRHR enhancer – allosterically enhances the human TRH receptor; P34981; TRHR cells, fluo-8 calcium fluorescence, EC20 TRH enhancement; enhancement, % at 2 µM; 360,000 compounds, 0.66% hits; in the data active = enhancement above about 30%; note: 0% is about no effect
# Target sequence (P34981 whole entry, looked up): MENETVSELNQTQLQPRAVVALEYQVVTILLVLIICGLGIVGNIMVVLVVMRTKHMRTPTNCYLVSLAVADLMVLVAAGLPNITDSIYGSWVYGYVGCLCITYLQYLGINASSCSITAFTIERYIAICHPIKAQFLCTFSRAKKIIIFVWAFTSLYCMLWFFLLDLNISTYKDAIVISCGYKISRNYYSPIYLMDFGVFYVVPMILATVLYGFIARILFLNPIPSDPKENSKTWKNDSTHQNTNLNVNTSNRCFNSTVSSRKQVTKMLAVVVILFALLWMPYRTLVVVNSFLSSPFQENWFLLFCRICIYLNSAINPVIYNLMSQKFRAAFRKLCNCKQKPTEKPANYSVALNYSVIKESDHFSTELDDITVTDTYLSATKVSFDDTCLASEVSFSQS
#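 Enhancer read-out: after compound pinning and an initial kinetic agonist-mode read, an EC20 of TRH (10 nM final) was injected and fluo-8 calcium signal (Ex 480/Em 530) followed at 1 s/cycle for 100 cycles in TRHR-expressing cells.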
# D1 ag – activates the human D1 dopamine receptor; HEK293 T-REx D1 cells, calcium flux, agonist mode; activation, % at 2 µM; 360,000 compounds, 1% hits; AID 504660; note: 0% is about no effect
#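 Agonism was scored from calcium flux recorded over 180 s (1 read/s) after pintool compound addition, following a 10-cycle baseline. Cells were inducible force-coupled HEK293 TREx D1, plated overnight at 30 C and loaded with no-wash calcium dye.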
# D2 potentiator – positive allosteric modulators of human D2 dopamine receptor | 340,000 compounds, 0.34% hits | HEK293 T-REx D2, calcium flux, EC20 dopamine potentiation | potentiation, % at 10 µM | P14416;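 active = potentiation over 3 SD above the plate norm, cut at about 30% in these data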; note: 0% is about no effect
#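 Potentiation of an EC20 dopamine calcium response is measured in a force-coupled, tetracycline-inducible Hek293 Trex D2 line. Compound-only kinetic reads over 180 s flag agonists before dopamine addition.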
# D2 antag – antagonizes the human D2 dopamine receptor. P14416. HEK293 TREx D2 cells, calcium flux, dopamine EC80. inhibition, % at 10 µM. 340,000 compounds, 2% hits; in the data active = inhibition above about 30%; note: 0% is about no effect
#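 Calcium mobilization kinetics were recorded at 1 s intervals in tetracycline-induced HEK293 T-REx D2 cells, first for 180 s after compound addition and then 180 s after EC80 dopamine.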
# RXFP1 antagonist – RXFP1 (human) relaxin receptor antagonism | Q9HBX9 | HEK293-RXFP1, relaxin-stimulated cAMP HTRF, 30 min; active compounds read low | activity change, negative = inhibition, % at 57.5 µM | 350,000 compounds, 0.59% hits;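 active = activity change of -60% or lower, but not beyond a set lower limit; inconclusive = change between -60% and -40%, or beyond the set limit; inactive = change above -40%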; note: % is set by controls: 0 for no effect and ±100 for the full control effect
# D1 PAM – human D1 dopamine receptor positive modulation; HEK293 TREx D1 cells, calcium flux, dopamine EC20 potentiation; potentiation, % at 10 µM; P21728; 360,000 compounds, 0.036% hits; in the data active = potentiation above about 30%; note: 0% is about no effect
# TRHR ag – activates the human TRH receptor; 360,000 compounds, 0.18% hits; activation, % at 2 µM; AID 493084; TRHR cells, calcium flux fluo-8, FDSS agonist mode; note: 0% is about no effect
#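 TRHR-expressing cells loaded with fluo-8 calcium dye; 23 nL library compound pin-transferred, kinetic FDSS fluorescence (Ex 480/Em 530) recorded about 180 s for agonist-induced calcium release, before a 10 nM TRH EC20 addition for potentiator mode.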
# Numbers without * were called inactive; ? = inconclusive; · = not tested or not shown. Cut-off read from the data, not from the text of the source, unless noted: active = activation above about 30%; inactive = the rest.
nr	molecule	RXFP1 antagonist	TRHR ag	D1 ag	TRHR enhancer	D2 potentiator	D2 antag	D1 antagonist	D2 agonist	D1 PAM
1	COC(=O)c1cn(Nc2ncc(C(F)(F)F)cc2Cl)c(=O)c2ccccc12	-14	-0.3	7	-2	23	6	3	0.2	-3
2	CCCCCCc1cc2cc(-c3nnc(-c4cccc(Cl)c4)o3)c(=O)oc2cc1O	4	72*	129*	-2	-5	·	-2	18	-2
3	C/C(=N\NC(=O)c1ccccc1O)c1cccc(NC(=O)c2ccccc2)c1	4	-0.2	2	1	20	-8	-15	-0.9	-9
4	CCOc1ccc2c(c1)c(N=Nc1cccc(C(=O)O)c1)c(O)n2C	2	-0.1	1	3	1	-1	0	-1.7	-3
5	O=C(N/N=C/c1c[nH]c2ccccc12)c1cccc(O)c1	0	0.4	1	-6	-4	11	0	0.3	-2
6	O=C(O)c1ccc2c(c1)OCCO2	?	0.2	0	0	3	-17	11	0.2	-4
7	Cn1c(=O)c2c3c(sc2n2c(SCC(N)=O)nnc12)CC(C(C)(C)C)CC3 (stereo not drawn)	4	0.6	0	4	2	3	-10	0.4	-2
8	O=C(NC(=O)c1ccccc1)Nc1cccc(S(=O)(=O)N2CCCCC2)c1	3	2.0	2	8	1	6	-12	0.3	-3
9	Cc1ccc(S(=O)(=O)CCC(=O)N(C)c2c(N)n(Cc3ccccc3)c(=O)[nH]c2=O)cc1	-1	0.3	4	2	2	-9	0	0.4	1
10	CN(C)C=NC(=O)c1cc(C(=O)c2ccc(Cl)cc2Cl)c[nH]1	-3	-1.3	13	-9	-2	-10	1	0.7	-5
11	Cc1ccc(OCC(=O)NNC(=O)C2CSC3(C)CCC(=O)N23)cc1C (stereo not drawn)	-7	0.2	1	9	4	-13	19	0.1	-9
12	COc1ccc(C(c2c(O)cc(C)n(Cc3ccco3)c2=O)N2CCCCC2)cc1OC (stereo not drawn)	-22	0.4	1	2	1	·	2	0.1	1
13	CCCNC(=O)c1csc2c1CCCCC2	17	-0.5	-1	-4	6	5	10	0.9	-2
14	O=c1[nH]c2ccc(S(=O)(=O)N3CCCCC3)cc2[nH]c1=O	5	2.1	1	-14	-16	4	20	0.3	0
15	O=C(CCNC(=O)c1ccc([N+](=O)[O-])cc1)Nc1ccc(Cl)c(S(=O)(=O)N2CCOCC2)c1	-7	0.7	0	10	-9	5	-2	-0.7	3
16	Cc1cc(OCCN2CCCC2)cc(C(C)C)c1	·	0.2	5	4	-22	46*	-3	-0.1	-6
17	COc1ccc(-n2nnnc2/C=C/Nc2cc(C(F)(F)F)ccc2OC)cc1	0	-0.2	2	-8	-8	15	-2	-0.4	1
18	Cc1cccc(C)c1OCc1nc2ccccc2[nH]1	23	-0.1	2	0	-1	14	-10	2.7	0
19	O=C(c1ccc(SCc2cccc(Br)c2)c([N+](=O)[O-])c1)N1CCN(c2ccccn2)CC1	-7	-2.4	6	3	3	7	0	0.4	-1
20	Cc1c(-n2c(SC(C)C(=O)NC(N)=O)nc3ccccc3c2=O)c(=O)n(-c2ccccc2)n1C (stereo not drawn)	18	-0.3	-1	5	3	7	-2	0.4	-3

# Reformatted with values under each structure: part of the list above.
# Below each compound – RXFP1 antagonist	TRHR ag	D1 ag	TRHR enhancer	D2 potentiator	D2 antag	D1 antagonist	D2 agonist	D1 PAM
[3] C/C(=N\NC(=O)c1ccccc1O)c1cccc(NC(=O)c2ccccc2)c1
    4	-0.2	2	1	20	-8	-15	-0.9	-9
[4] CCOc1ccc2c(c1)c(N=Nc1cccc(C(=O)O)c1)c(O)n2C
    2	-0.1	1	3	1	-1	0	-1.7	-3
[5] O=C(N/N=C/c1c[nH]c2ccccc12)c1cccc(O)c1
    0	0.4	1	-6	-4	11	0	0.3	-2
[6] O=C(O)c1ccc2c(c1)OCCO2
    ?	0.2	0	0	3	-17	11	0.2	-4
[7] Cn1c(=O)c2c3c(sc2n2c(SCC(N)=O)nnc12)CC(C(C)(C)C)CC3 (stereo not drawn)
    4	0.6	0	4	2	3	-10	0.4	-2
[8] O=C(NC(=O)c1ccccc1)Nc1cccc(S(=O)(=O)N2CCCCC2)c1
    3	2.0	2	8	1	6	-12	0.3	-3
[9] Cc1ccc(S(=O)(=O)CCC(=O)N(C)c2c(N)n(Cc3ccccc3)c(=O)[nH]c2=O)cc1
    -1	0.3	4	2	2	-9	0	0.4	1
[10] CN(C)C=NC(=O)c1cc(C(=O)c2ccc(Cl)cc2Cl)c[nH]1
    -3	-1.3	13	-9	-2	-10	1	0.7	-5
[11] Cc1ccc(OCC(=O)NNC(=O)C2CSC3(C)CCC(=O)N23)cc1C (stereo not drawn)
    -7	0.2	1	9	4	-13	19	0.1	-9
[12] COc1ccc(C(c2c(O)cc(C)n(Cc3ccco3)c2=O)N2CCCCC2)cc1OC (stereo not drawn)
    -22	0.4	1	2	1	·	2	0.1	1
[13] CCCNC(=O)c1csc2c1CCCCC2
    17	-0.5	-1	-4	6	5	10	0.9	-2
[14] O=c1[nH]c2ccc(S(=O)(=O)N3CCCCC3)cc2[nH]c1=O
    5	2.1	1	-14	-16	4	20	0.3	0
[15] O=C(CCNC(=O)c1ccc([N+](=O)[O-])cc1)Nc1ccc(Cl)c(S(=O)(=O)N2CCOCC2)c1
    -7	0.7	0	10	-9	5	-2	-0.7	3
[16] Cc1cc(OCCN2CCCC2)cc(C(C)C)c1
    ·	0.2	5	4	-22	46*	-3	-0.1	-6
[17] COc1ccc(-n2nnnc2/C=C/Nc2cc(C(F)(F)F)ccc2OC)cc1
    0	-0.2	2	-8	-8	15	-2	-0.4	1
[18] Cc1cccc(C)c1OCc1nc2ccccc2[nH]1
    23	-0.1	2	0	-1	14	-10	2.7	0
[19] O=C(c1ccc(SCc2cccc(Br)c2)c([N+](=O)[O-])c1)N1CCN(c2ccccn2)CC1
    -7	-2.4	6	3	3	7	0	0.4	-1

# Additional results.
nr	molecule	RXFP1 antagonist	TRHR ag	D1 ag	TRHR enhancer	D2 potentiator	D2 antag	D1 antagonist	D2 agonist	D1 PAM
21	CCCCn1c(N)c(N(CCOC)C(=O)COC(=O)COc2c(C)cc(C)cc2C)c(=O)[nH]c1=O	2	-0.1	4	-6	·	·	-6	·	-4
22	NC(=O)c1ccccc1NC(=O)CC12CC3CC(CC(C3)C1)C2	-1	0.8	0	0	7	-10	-10	2.6	-1
23	COc1cc(OC)c(C(=O)NCCCn2ccnc2)cc1OC	-2	0.6	3	0	-3	2	9	7.3	3
24	Cc1nc(-c2ccc(-c3ccon3)s2)no1	-2	-1.3	1	4	12	-10	16	-0.4	-4
25	CSc1ccc(C(=O)C2CCCN(C(=O)c3csc(C(C)=O)c3)C2)cc1 (stereo not drawn)	-3	-0.6	4	27	-13	-16	-18	0.7	-3
26	COc1ccccc1NCC(=O)N/N=C/C=C/c1ccccc1	-5	-0.1	0	-3	-4	20	25	0.8	4
27	Cc1nn(Cc2ccccc2)c(Cl)c1/C=N/NC(=O)CNc1cccc(C(F)(F)F)c1	-20	0.6	6	5	10	-18	5	1.4	-4
28	O=C(Nc1ccc(Oc2cccnc2)cc1)c1ccc([N+](=O)[O-])cc1	-8	-0.3	37*	8	8	-3	-31*	1.9	-9
29	COc1ccc2nc(/C=N/NC(=O)CCNC(=O)OC(C)(C)C)ccc2c1	-12	-0.1	0	0	1	3	8	-0.9	-7
30	Clc1ccc(CN2CCC(Cc3ccccc3)CC2)cc1	-10	-0.1	0	1	-33	48*	-2	-1.3	-8
31	O=C(O)C1CCCC2CN3CCc4c([nH]c5ccccc45)C3C(O)C21 (stereo not drawn)	3	2.5	6	-10	-12	57*	6	26	4
32	CN1CC(=O)Nc2ccc([N+](=O)[O-])cc2C1=O	-1	0.8	2	10	·	·	39	·	-3
33	CCc1nc2cccnc2n1-c1ccc(CC(=O)NC(C)CC)cc1 (stereo not drawn)	-2	0.3	4	-5	-5	2	6	0.1	-5
34	CC(C)=CCN1CCN(Cc2ccc(C)s2)CC1CCO (stereo not drawn)	-11	0.4	0	5	-22	6	25	1.3	-1
35	OCC1(Cc2ccccc2F)CCCN(CCc2ccccc2)C1 (stereo not drawn)	-1	-0.7	8	2	-16	-9	-9	-0.2	-8
36	Cc1cccc(-c2ccc3ncnc(N(C)Cc4ccco4)c3c2)c1	·	-0.4	4	-3	·	·	0	·	3
37	CSc1ccccc1-n1nnnc1SCC(=O)Nc1ccccc1C	7	-1.8	2	-6	5	-1	-3	-0.1	-3
38	Cc1ccc2[nH]c(O)c(N=NC(=O)C(C)n3cnc4ccccc4c3=O)c2c1 (stereo not drawn)	6	0.8	0	1	-1	11	-7	0.8	-4
39	N#Cc1c(NCc2ccccc2)ccnc1NCc1cccnc1	-2	-0.2	5	-7	-1	5	-16	0.9	-4
40	COC(=O)c1ccc(S(=O)(=O)N2CCc3ccccc3C2)cc1	-5	-0.2	-4	-4	12	·	1	·	-5
41	CC(C)c1ccc(NC(=O)COC(=O)CSc2nnc(N)s2)cc1	·	-0.1	3	8	2	-5	-10	-0.4	-4
42	CCOC(=O)CCNC(=O)N1CCCC(C(=O)c2cccc(Cl)c2)C1 (stereo not drawn)	6	0.4	1	9	-2	-7	4	0.5	-4
43	CC(C)n1cc(NC(=O)c2cc(-c3ccccc3)on2)cn1	-1	0.3	3	1	-9	6	4	1.0	-2
44	COc1ccc2cc(C(c3nnnn3CC3CCCO3)N3CCOCC3)c(=O)[nH]c2c1 (stereo not drawn)	15	0.1	4	8	10	-7	-15	0.1	1
45	Cc1ccc(-c2c3c(=O)n(C)c(=O)n(C)c3c3c(C(F)(F)F)nc4ccccc4n23)cc1	-1	3.4	15	14	5	·	2	0.1	-1
46	C=C1Cn2c(nnc2-c2ccc(Cl)cc2)S1	-15	-1.7	1	-8	9	-5	-61*	-2.6	-10
47	COC(=O)c1ccc(Nc2nnc(-c3ccc(C)c(S(=O)(=O)NCC4CCCO4)c3)c3ccccc23)cc1 (stereo not drawn)	6	-0.3	4	12	-21	-10	0	0.7	-5
48	Cc1cc2oc(=O)cc(CN3CCOCC3)c2cc1C	-5	0.0	0	-4	4	·	-1	·	7
49	COc1ccc(-n2cc(CNCCc3cscn3)c(-c3ccccc3Cl)n2)cc1	-11	1.2	23	-1	-21	48*	-3	0.3	-2
50	CCN(CC)CCNC(=O)C(=O)NCC(c1cccnc1)N1CCN(c2ccc(F)cc2)CC1 (stereo not drawn)	-9	-0.1	-1	10	0	·	0	-0.5	0
